Screening data as filed in PubChem.
NPY-Y2 antag – blocks the human neuropeptide Y Y2 receptor. NPY-Y2 expressing cells, antagonist mode. inhibition, % at 2.7 µM. 140,000 compounds, 0.99% hits; in the data active = inhibition above about 17%;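 note: 0% = vehicle with agonist challenge and 100% = reference antagonist with challenge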
Target sequence (P49146 whole entry, looked up): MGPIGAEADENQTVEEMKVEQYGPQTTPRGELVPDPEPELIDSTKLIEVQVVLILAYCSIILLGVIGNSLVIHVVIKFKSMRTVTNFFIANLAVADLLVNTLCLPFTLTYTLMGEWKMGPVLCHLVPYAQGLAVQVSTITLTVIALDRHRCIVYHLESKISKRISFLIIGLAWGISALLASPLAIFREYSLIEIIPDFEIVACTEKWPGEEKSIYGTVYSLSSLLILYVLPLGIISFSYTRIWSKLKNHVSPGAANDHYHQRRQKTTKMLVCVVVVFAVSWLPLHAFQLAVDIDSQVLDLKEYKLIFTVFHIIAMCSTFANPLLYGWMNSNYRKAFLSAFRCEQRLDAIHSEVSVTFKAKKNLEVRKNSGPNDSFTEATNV
E-sel TNF inh – blocks E-selectin expression induced by TNF alpha; HUVEC TNFa-induced E-selectin immunofluorescence, high content; 120,000 compounds, 0.71% hits; inhibition, % at 2 µM; AID 1246;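 active = inhibition above the batch mean plus 3 SD, and confirmed as a hit on visual image review, cut at about 43% in these data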;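 note: 0% = TNF-stimulated DMSO wells and 100% = unstimulated control wells; not every result past the cut was called active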
GALR2 blocker – antagonists of human galanin receptor 2 (GALR2); GALR2-expressing cells, antagonist mode; 140,000 compounds, 0.39% hits; AID 828; inhibition, % at 4 µM; in the data active = inhibition above about 27%;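 note: cells stimulated with galanin 1-16 at roughly its EC80; 0% = agonist challenge control and 100% = basal control without agonist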
Target sequence (O43603 whole entry, looked up): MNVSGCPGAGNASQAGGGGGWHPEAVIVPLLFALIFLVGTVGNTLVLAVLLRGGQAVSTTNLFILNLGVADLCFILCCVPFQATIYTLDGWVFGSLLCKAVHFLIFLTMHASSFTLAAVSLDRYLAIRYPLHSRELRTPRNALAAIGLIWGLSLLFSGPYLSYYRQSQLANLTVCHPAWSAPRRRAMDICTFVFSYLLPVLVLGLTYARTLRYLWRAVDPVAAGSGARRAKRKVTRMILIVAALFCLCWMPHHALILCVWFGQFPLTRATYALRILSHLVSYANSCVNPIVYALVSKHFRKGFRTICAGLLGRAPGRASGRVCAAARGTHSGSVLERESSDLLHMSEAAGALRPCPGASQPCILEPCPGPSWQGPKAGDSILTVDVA
* hit, by the source's call. This is a subset; rates above refer to the full screens.

For Cn1c(=N)c(S(=O)(=O)c2ccc(Cl)cc2)cc2c(=O)n3ccccc3nc21 the results were NPY-Y2 antag -3, E-sel TNF inh 7 and GALR2 blocker 6.
COc1ccccc1C1/C(=C(\O)c2c(C)nc3c(C)cccn23)C(=O)C(=O)N1CCCN(C)C (centres undefined) was read as NPY-Y2 antag 2, E-sel TNF inh -2 and GALR2 blocker 4.
For CN(C(=O)c1ccc(C(=O)N(C)C2CCCCC2)cc1)C1CCCCC1 the results were NPY-Y2 antag 4, E-sel TNF inh 40 and GALR2 blocker -9.
Screening COc1ccc(C(=O)COC(=O)CCCn2c(=O)oc3ccccc32)cc1 returned NPY-Y2 antag 4, E-sel TNF inh 10 and GALR2 blocker -14.
`Cc1nc(Nc2nc(-c3ccccc3)cc(=O)[nH]2)nc2ccccc12` gave NPY-Y2 antag 4, E-sel TNF inh -6 and GALR2 blocker 10.
O=C(Nc1ccc(-c2nnc(-c3ccccc3)o2)cc1)c1ccc(Br)o1 was read as NPY-Y2 antag 4, E-sel TNF inh 18 and GALR2 blocker -10.
O=C1CC(SCCc2nc3ccccc3[nH]2)C(=O)N1c1ccc(F)c(Cl)c1 (centres undefined) was read as NPY-Y2 antag 2, E-sel TNF inh -6 and GALR2 blocker -6.
For C=CCn1c(CNC(=O)CCC)nc2ccccc21 the results were NPY-Y2 antag 1, E-sel TNF inh -8 and GALR2 blocker -4.
Screening O=C1CC(N2CCN(c3ccccc3F)CC2)C(=O)N1c1ccc(F)cc1 (centres undefined) returned NPY-Y2 antag 1, E-sel TNF inh 15 and GALR2 blocker 0.
`CN1CCN(C(=O)c2ccc(-c3nn(C)c(=O)c4ccccc34)cc2)CC1` gave NPY-Y2 antag 1, E-sel TNF inh -11 and GALR2 blocker 4.
CN=C1S/C(=C\c2cccn2-c2cccc(Br)c2)C(=O)N1C was read as NPY-Y2 antag 2, E-sel TNF inh 3 and GALR2 blocker 8.
`CCOc1nnnc2c1sc1nc(N3CCOCC3)c3c(c12)CC(C)(C)OC3` gave NPY-Y2 antag -1, E-sel TNF inh -10 and GALR2 blocker 3.
Screening Cc1c(NC(=O)Nc2ccc(Cl)c(Cl)c2)sc(=S)n1C returned NPY-Y2 antag 0, E-sel TNF inh 43 and GALR2 blocker 2.
`Cn1c(=O)c2c(nc(CN3CCc4ccccc4C3)n2Cc2ccc(F)cc2)n(C)c1=O` gave NPY-Y2 antag 4, E-sel TNF inh -2 and GALR2 blocker -3.
For Cn1c(=O)c2c(nc(NCCCN3CCOCC3)n2Cc2ccc(Cl)c(Cl)c2)n(C)c1=O the results were NPY-Y2 antag 23*, E-sel TNF inh -7 and GALR2 blocker -17.

Two compounds drawn at random from the list so far, as already listed:
`Cn1c(=O)c2c(nc(CN3CCc4ccccc4C3)n2Cc2ccc(F)cc2)n(C)c1=O` gave NPY-Y2 antag 4, E-sel TNF inh -2 and GALR2 blocker -3.
`Cc1nc(Nc2nc(-c3ccccc3)cc(=O)[nH]2)nc2ccccc12` gave NPY-Y2 antag 4, E-sel TNF inh -6 and GALR2 blocker 10.

Returning to the listing; the two compounds before the break are reprinted first.
`Cn1c(=O)c2c(nc(CN3CCc4ccccc4C3)n2Cc2ccc(F)cc2)n(C)c1=O` gave NPY-Y2 antag 4, E-sel TNF inh -2 and GALR2 blocker -3.
For Cn1c(=O)c2c(nc(NCCCN3CCOCC3)n2Cc2ccc(Cl)c(Cl)c2)n(C)c1=O the results were NPY-Y2 antag 23*, E-sel TNF inh -7 and GALR2 blocker -17.
`O=C(CCN1CCc2ccccc2C(O)(c2ccccc2)C1)c1ccc2c(c1)OCCO2` (centres undefined) gave NPY-Y2 antag 8, E-sel TNF inh 9 and GALR2 blocker 9.
Screening Cc1ccc(-c2nnc(N3CCN(C(=O)CN4C(=O)c5ccccc5C4=O)CC3)c3ccccc23)cc1 returned NPY-Y2 antag 1, E-sel TNF inh 100* and GALR2 blocker -9.
For Cc1cccc(-c2c3c(=O)n(C)c(=O)n(C)c3cn2-c2ccc(O)cc2)c1 the results were NPY-Y2 antag 1, E-sel TNF inh 1 and GALR2 blocker -8.
Screening O=S(=O)(NCc1ccc2c(c1)OCO2)c1ccc2oc3ccccc3c2c1 returned NPY-Y2 antag 19*, E-sel TNF inh 9 and GALR2 blocker 5.
`Cn1c(=O)n(CC(=O)OCc2ccccc2)c(=O)c2c1nc1n2CCCN1C1CCCCC1` gave NPY-Y2 antag 2, E-sel TNF inh 4 and GALR2 blocker -24.
For Cc1nn(C(=O)N2CCOCC2)c(C)c1CN1C(=O)c2ccccc2C1=O the results were NPY-Y2 antag 0, E-sel TNF inh -33 and GALR2 blocker 13.
Cn1c(-c2ccc(C(=O)c3ccccc3)s2)nc2ccccc21 was read as NPY-Y2 antag 3, E-sel TNF inh 15 and GALR2 blocker 1.
COc1ccccc1NC(=O)c1oc2ccccc2c1NC(=O)c1cc(OC)c(OC)c(OC)c1 was read as NPY-Y2 antag 5, E-sel TNF inh 13 and GALR2 blocker -6.
For CCC(=O)c1coc2ccc(O)cc12 the results were NPY-Y2 antag 2, E-sel TNF inh -10 and GALR2 blocker -31.
Screening O=C(NCCCN1CCCC1=O)Nc1ccc(Cl)cc1 returned NPY-Y2 antag -1, E-sel TNF inh -3 and GALR2 blocker -5.
Screening CCOC(=O)c1c2c(n(C)c1COC)C(=O)C(=O)c1ccc(Br)cc1-2 returned NPY-Y2 antag 0, E-sel TNF inh -2 and GALR2 blocker 5.
Screening CCOC(=O)c1cc(-c2nnc(-c3cc(OC)c(OC)c(OC)c3)o2)c(C)nc1C returned NPY-Y2 antag 1, E-sel TNF inh -37 and GALR2 blocker 1.
Screening Cc1cc(C(F)(F)F)nn1CC(=O)N(C)C1CCCCC1 returned NPY-Y2 antag -1, E-sel TNF inh 7 and GALR2 blocker -8.
For CC(=O)CSc1nnc(-c2ccc(S(=O)(=O)N3CCC(C)CC3)cc2)o1 the results were NPY-Y2 antag 1, E-sel TNF inh 10 and GALR2 blocker 1.
CCCc1cc(=O)[nH]c(/N=C(/NC(=O)c2ccccc2)Nc2ccc3c(c2)OCCO3)n1 was read as NPY-Y2 antag -3, E-sel TNF inh 15 and GALR2 blocker 10.

Part of the list above in order of number of heavy atoms, high to low.
Screening Cc1ccc(-c2nnc(N3CCN(C(=O)CN4C(=O)c5ccccc5C4=O)CC3)c3ccccc23)cc1 returned NPY-Y2 antag 1, E-sel TNF inh 100* and GALR2 blocker -9.
COc1ccccc1NC(=O)c1oc2ccccc2c1NC(=O)c1cc(OC)c(OC)c(OC)c1 was read as NPY-Y2 antag 5, E-sel TNF inh 13 and GALR2 blocker -6.
`Cn1c(=O)n(CC(=O)OCc2ccccc2)c(=O)c2c1nc1n2CCCN1C1CCCCC1` gave NPY-Y2 antag 2, E-sel TNF inh 4 and GALR2 blocker -24.
O=C1CC(SCCc2nc3ccccc3[nH]2)C(=O)N1c1ccc(F)c(Cl)c1 (centres undefined) was read as NPY-Y2 antag 2, E-sel TNF inh -6 and GALR2 blocker -6.
Screening Cc1c(NC(=O)Nc2ccc(Cl)c(Cl)c2)sc(=S)n1C returned NPY-Y2 antag 0, E-sel TNF inh 43 and GALR2 blocker 2.

(next part)
Screening CC1(C)CC(=O)C=C(NC2CCS(=O)(=O)C2)C1 (centres undefined) returned NPY-Y2 antag 2, E-sel TNF inh 5 and GALR2 blocker -8.
Cn1c(=O)c2c(nc(CN3CCN(c4ccccc4)CC3)n2CCc2ccccc2)n(C)c1=O was read as NPY-Y2 antag 0, E-sel TNF inh -7 and GALR2 blocker 3.
CCCCCCc1cc2cc(-c3nnc(-c4cccc(OC)c4)o3)c(=O)oc2cc1O was read as NPY-Y2 antag 0, E-sel TNF inh 3 and GALR2 blocker 12.
For CCOCCn1c(CN2CCN(c3ccccc3)CC2)nc2c1c(=O)n(C)c(=O)n2C the results were NPY-Y2 antag 0, E-sel TNF inh -41 and GALR2 blocker -6.
`CCCCCCc1nc2ccccc2c(=O)n1NC(=O)c1c(O)c2cccc3c2n(c1=O)CC3` gave NPY-Y2 antag 0, E-sel TNF inh 9 and GALR2 blocker -7.
O=C(/C=C/Nc1cccc([N+](=O)[O-])c1)c1ccco1 was read as NPY-Y2 antag 6, E-sel TNF inh 40 and GALR2 blocker 24.
Screening COc1ccc(N2CCN(C(=O)CSc3ncnc4scc(-c5ccc(C)cc5)c34)CC2)cc1 returned NPY-Y2 antag 2, E-sel TNF inh -44 and GALR2 blocker 3.
Cc1c(NC(=O)c2nn(C)c(=O)c3ccccc23)c(=O)n(-c2ccccc2)n1C was read as NPY-Y2 antag 4, E-sel TNF inh -20 and GALR2 blocker -3.
CN=C1S/C(=C\c2cn(C(C)=O)nc2-c2ccccc2)C(=O)N1C was read as NPY-Y2 antag 2, E-sel TNF inh 0 and GALR2 blocker -5.
Screening CN(C)c1nc(N/N=C\c2ccc(Cl)c([N+](=O)[O-])c2)nc(Nc2ccc(F)cc2)n1 returned NPY-Y2 antag -2, E-sel TNF inh 9 and GALR2 blocker 4.
O=C1c2cccc3c(N4CCCCC4)ccc(c23)C(=O)N1c1ccc(Cl)cn1 was read as NPY-Y2 antag 4, E-sel TNF inh -11 and GALR2 blocker 9.
CCn1c(SC)nnc1-c1ccc(S(=O)(=O)N2CCCCC2)cc1 was read as NPY-Y2 antag -1, E-sel TNF inh -10 and GALR2 blocker -4.
Screening Cn1c(=O)c2c(nc(SCC(=O)N3CCc4ccccc43)n2Cc2ccc(F)cc2)n(C)c1=O returned NPY-Y2 antag 1, E-sel TNF inh 14 and GALR2 blocker -8.
For C=CCn1c(=O)/c(=C2/SC(C)=C(C)N2CC)s/c1=C1/C(=O)N(C)C(=S)N1c1ccccc1 the results were NPY-Y2 antag 2, E-sel TNF inh 2 and GALR2 blocker -2.
Screening COc1ccc(CCNc2nc(C)cc(=O)[nH]2)cc1OC returned NPY-Y2 antag 1, E-sel TNF inh -6 and GALR2 blocker 1.
`CCOc1nc(-c2ccc(OC)cc2)ccc1-c1noc(-c2cccnc2)n1` gave NPY-Y2 antag -2, E-sel TNF inh -19 and GALR2 blocker 8.
Screening Cc1nn(Cc2ccccc2)c(C)c1NC(=O)CSc1nc2sc3c(c2c(=O)n1C)CCC3 returned NPY-Y2 antag 1, E-sel TNF inh -5 and GALR2 blocker -3.
For CCOC(=O)c1c(NC(=O)CSc2nnc(-c3ccncc3)n2Cc2ccco2)sc(C(C)=O)c1C the results were NPY-Y2 antag 0, E-sel TNF inh -8 and GALR2 blocker 19.
For CCOC(=O)c1cc2c(=O)n3cccc(C)c3nc2n(CCOC)c1=NC(=O)c1ccncc1 the results were NPY-Y2 antag 0, E-sel TNF inh -22 and GALR2 blocker -1.
`Clc1ccc2c(Cl)c(-c3nnc(-c4ccccc4)o3)sc2c1` gave NPY-Y2 antag 1, E-sel TNF inh 9 and GALR2 blocker 4.
Cc1cccc(N2CCN(C(=O)c3cc4c(=O)[nH]c5ccccc5c4n3C)CC2)c1C was read as NPY-Y2 antag 5, E-sel TNF inh -12 and GALR2 blocker 5.
For Nc1ccc2c(c1)CCC2=O the results were NPY-Y2 antag 1, E-sel TNF inh -13 and GALR2 blocker -9.
Screening Nc1nnc(C(=O)c2ccccc2N)s1 returned NPY-Y2 antag 3, E-sel TNF inh -13 and GALR2 blocker 5.
For COC(=O)c1cc(OC)c(OC)cc1NC(=O)c1oc2ccccc2c1C the results were NPY-Y2 antag 0, E-sel TNF inh -7 and GALR2 blocker 2.
COc1cc(S(=O)(=O)N2CCOCC2)c(OC)c(S(=O)(=O)N2CCOCC2)c1 was read as NPY-Y2 antag -1, E-sel TNF inh -23 and GALR2 blocker -2.
Cc1ccc(-c2nc3cccnc3s2)cc1NC(=O)c1ccco1 was read as NPY-Y2 antag 1, E-sel TNF inh -42 and GALR2 blocker 14.
`CCOC(=O)c1c2c(n(C)c1C)C(=O)C(=O)c1ccc(Br)cc1-2` gave NPY-Y2 antag 1, E-sel TNF inh 2 and GALR2 blocker 3.
Screening Cc1ccc(-c2cc(-c3ccccc3)nc(N/N=C/c3cccnc3)n2)cc1 returned NPY-Y2 antag 4, E-sel TNF inh -17 and GALR2 blocker -3.
`CCOC(=O)c1nc2cc3n(c(C)c-2c1C)C(C)C(CC)=C3C` (centres undefined) gave NPY-Y2 antag 3, E-sel TNF inh -3 and GALR2 blocker 0.
N#C/C(=C\c1cccc2ccccc12)c1nn(-c2ccccc2)c(N)c1C#N was read as NPY-Y2 antag 1, E-sel TNF inh 8 and GALR2 blocker -3.
